From PubChem BioAssay
Hsp70 displacement: small molecules displacing fluorescent ligand from Hsp70 – biochemical, fluorescence polarization, primary screen (AID 583) | Hsp70 fluorescence polarization probe displacement, mP; higher % means a stronger effect | actives 0.06% (n = 140,000) | displacement, % at 20 µM, or IC50 in µM where a hit was titrated; in the data active means displacement above about 50%;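 further: plate controls were vehicle for no effect and reference ligand for full effect; a part of the inactive calls stands beside numbers as strong as those of hits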
MKP-3 inhibition: MKP-3 phosphatase inhibitors, primary screen, biochemical, rat enzyme, in vitro (AID 425); inhibition, % at 20 µM; hits with a dose series show IC50 in µM; actives 0.17% (n = 110,000); recombinant MKP-3 phosphatase activity, fluorescence; higher % means a stronger effect; in the data active means inhibition above about 50%;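 further: plate controls were vehicle for no effect and reference inhibitor for full effect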
An asterisk follows results filed as active; · = no result given; & = joins results of further samples. Some of the compounds tested; rates above refer to the full screens.

Start of the listing, in advance:
Hsp70 displacement	MKP-3 inhibition	SMILES
1.9%	-6%	C/C(=N\N=C1\NC(=O)C(CC(=O)NCc2ccccc2)S1)C(C)C (stereo not given)
14%	0%	O=C(CCN1CCCCC1)N/N=C/c1ccc(Br)cc1
1.4%	-1%	COc1ccc2oc(-c3ccccc3C)cc(=O)c2c1
2.0%	·	O=S(=O)(NCCSc1ccc(Cl)cc1)c1ccc(F)cc1
-6.3%	0%	O=C(/C=C/c1ccccc1)NC(=S)Nc1ccccc1
-0.4%	-3%	O=C(C1CCCCC1)N1CCN=C1SCc1cccnc1
4.1%	0%	O=C(NCCc1ccc(F)cc1)C(=O)NCC1CCCO1 (stereo not given)
1.2%	6%	C/C(=N\N=C1\NC(=O)C(CC(=O)Nc2ccc([N+](=O)[O-])cc2)S1)c1ccc(F)cc1 (stereo not given)
3.4%	·	CCc1cc(C(=O)NNC(=S)Nc2cc(C)ccc2C)cs1
0.1%	1%	O=C(CCN1C(=O)S/C(=C\c2ccccc2)C1=O)N1CCCCC1
-0.8%	0%	Cc1ccc(C)c(S(=O)(=O)Nc2ccc(Cl)cc2)c1
6.4%	·	O=C(c1cccs1)N(C(=O)c1cccs1)c1ccc(Br)cn1
1.5%	-1%	COc1ccccc1S(=O)Cc1ccc(C(=O)O)o1 (stereo not given)
-2.0%	5%	COc1cccc(CN2CCN(Cc3cc(OC)ccc3OC)CC2)c1
1.0%	1%	COc1ccc(Cn2nnnc2C(C(C)C)N2CCc3ccccc32)cc1 (stereo not given)
·	-5%	CCOc1ccc(-c2noc(CCC(=O)O)n2)cc1
-3.4%	·	CC1=CC(C)(C)N(S(=O)(=O)c2ccc(F)cc2)c2ccc(C)cc21

The listing, from the start:
Hsp70 displacement	MKP-3 inhibition	SMILES
1.9%	-6%	C/C(=N\N=C1\NC(=O)C(CC(=O)NCc2ccccc2)S1)C(C)C (stereo not given)
14%	0%	O=C(CCN1CCCCC1)N/N=C/c1ccc(Br)cc1
1.4%	-1%	COc1ccc2oc(-c3ccccc3C)cc(=O)c2c1
2.0%	·	O=S(=O)(NCCSc1ccc(Cl)cc1)c1ccc(F)cc1
-6.3%	0%	O=C(/C=C/c1ccccc1)NC(=S)Nc1ccccc1
-0.4%	-3%	O=C(C1CCCCC1)N1CCN=C1SCc1cccnc1
4.1%	0%	O=C(NCCc1ccc(F)cc1)C(=O)NCC1CCCO1 (stereo not given)
1.2%	6%	C/C(=N\N=C1\NC(=O)C(CC(=O)Nc2ccc([N+](=O)[O-])cc2)S1)c1ccc(F)cc1 (stereo not given)
3.4%	·	CCc1cc(C(=O)NNC(=S)Nc2cc(C)ccc2C)cs1
0.1%	1%	O=C(CCN1C(=O)S/C(=C\c2ccccc2)C1=O)N1CCCCC1
-0.8%	0%	Cc1ccc(C)c(S(=O)(=O)Nc2ccc(Cl)cc2)c1
6.4%	·	O=C(c1cccs1)N(C(=O)c1cccs1)c1ccc(Br)cn1
1.5%	-1%	COc1ccccc1S(=O)Cc1ccc(C(=O)O)o1 (stereo not given)
-2.0%	5%	COc1cccc(CN2CCN(Cc3cc(OC)ccc3OC)CC2)c1
1.0%	1%	COc1ccc(Cn2nnnc2C(C(C)C)N2CCc3ccccc32)cc1 (stereo not given)
·	-5%	CCOc1ccc(-c2noc(CCC(=O)O)n2)cc1
-3.4%	·	CC1=CC(C)(C)N(S(=O)(=O)c2ccc(F)cc2)c2ccc(C)cc21
0.6%	-4%	C(=C\c1nnc(-c2ccccc2)o1)/c1ccccc1
2.0%	4%	CCOc1cc(/C=C2/SC(=S)N(C)C2=O)ccc1OS(=O)(=O)c1ccc(C)cc1
-2.8%	-2%	O=c1oc(-c2cccs2)nc2c1cnn2-c1ccccc1
-1.0%	·	CCCCCOC(=O)CC(C(=O)OCCCCC)N1CCCCC1 (stereo not given)
-1.5%	0%	CC1=CC(c2ccccc2)=Nc2ccc(C)cc2N1
6.1%	·	CCOc1ccc(N(C(=O)Cn2nnc3ccccc32)C(C(=O)NC(C)(C)CC)c2cccn2C)cc1 (stereo not given)
6.4%	1%	Cc1cccc(OC(=O)NCCOC(=O)N(O)c2ccc(Cl)cc2)c1
-21%	·	CCOC(=O)C(C(=O)Nc1ccccc1C)C1CCCCC1 (stereo not given)
-1.6%	-3%	O=S(=O)(NC1CCc2ccccc21)c1ccc(S(=O)(=O)N2CCCC2)cc1 (stereo not given)
2.5%	·	Cn1c(SCC(=O)Nc2ccc(NC(=O)c3cccs3)cc2)nnc1-c1ccncc1
-2.3%	·	Cc1nnc(NC(=O)c2c(-c3ccccc3)noc2C)s1
8.7%	0%	Cc1sc(C2C(C#N)=C(N)OC3=C2C(=O)CC(C)(C)C3)cc1[N+](=O)[O-] (stereo not given)
·	8%	O=C(CSc1nnc(CNC(=O)c2cccs2)o1)Nc1ccc2c(c1)OCO2
17%	0%	O=[N+]([O-])c1ccc2c(c1)C1C=CCC1C(c1ccccc1Cl)N2 (stereo not given)
14%&-0.4%	-7%&2%	CCOc1ccc(C(=S)N2CCOCC2)cc1
0.5%	0%	CC(=O)NC(NC(C)=O)c1ccccc1
4.3%	·	O=c1cc(O)n(-c2ccc(F)cc2)c(=S)[nH]1
3.8%	0%	Cc1ccc(OC(=O)C(C)N2C(=O)c3ccccc3C2=O)cc1C (stereo not given)
-2.0%	1%	O=C(Nc1ccc(S(=O)(=O)N2CCCC2)cc1)c1ccc([N+](=O)[O-])cc1
-4.4%	-1%	COCCNC(=O)/C=C/c1ccc2c(c1)OCO2
0.2%	4%	O=C(c1ccc2c(c1)OCO2)N1CCC(CN2C(=O)c3cccc4cccc(c34)C2=O)CC1
3.5%	2%	COc1ccc(CNC(=O)c2cc3nc(-c4ccc([N+](=O)[O-])cc4)cc(C(F)(F)F)n3n2)cc1
3.6%	-7%	Cc1[nH]c(=O)[nH]c(=O)c1CSc1nnc([C@@H](NC(=O)OC(C)(C)C)C(C)C)o1
11%	-7%	O=C(CSC1=NCCS1)NC1CCCCC1
-0.9%	0%	Nc1nonc1-c1nc2ccccc2n1Cc1ccccc1Cl
-6.6%	·	C=CCSc1nnc(-c2cnn(-c3ccccc3)c2-n2cccc2)n1C
0.4%	-2%	COc1ccc(C(=O)N2CCN(S(=O)(=O)c3ccccc3)CC2)cc1
-0.6%	-2%	COc1ccccc1C(=O)Nc1c2c(nn1-c1cccc(C)c1C)CS(=O)C2 (stereo not given)
-5.3%	9%	O=c1nc2c(-c3ccccc3F)n[nH]n2c2ccccc12
-0.6%	-11%	CSc1ccccc1-n1nnnc1SCc1ccccc1
3.8%	·	Cc1cccc(N(CC(=O)NC2CCCC2)C(=O)c2c(C)noc2C)c1
-3.0%	-3%	Cc1cc(Cl)ccc1OCC(=O)N(CC(C)C)CC(C)C
1.5%	-2%	O=C(Nc1cnccn1)c1ccncc1
-6.8%	·	Cc1ccc(C(=O)CSc2nn3c(=O)c(C(C)(C)C)nnc3s2)cc1
-0.5%	2%	CCOC(=O)Nc1ccc(S(=O)(=O)Nc2ncccn2)cc1
-1.7%	0%	O=c1oc(-c2cccs2)nc2ccc(Cl)cc12
2.3%	·	Cc1nc(NC(=O)C2CCCCC2)sc1C
0.2%	8%	CC(=O)CCc1ccc(OCCCCn2cncn2)cc1
-5.1%	-13%	O=C(Oc1nn(-c2ccccc2)cc1C(=O)c1ccccc1)c1ccccc1
1.3%	-4%	CC(C)=C1C(=O)NN(c2ccc(C)c(Cl)c2)C1=O
5.0%	-16%	CCOc1ccc(C(=O)c2ccncc2)cc1
2.5%	-2%	COc1cccc(C(=O)N2CCN(C3CCN(Cc4ccccc4)CC3)CC2)c1OC
-0.6%	2%	Cc1cccc(OCC(=O)Nc2cccc(Cl)c2Cl)c1

Next part
Hsp70 displacement	MKP-3 inhibition	SMILES
1.6%	·	O=C(N/N=C/C=C\c1ccco1)c1cccnc1
-1.0%	2%	O=C(NC(c1ccccc1)c1ccc2cccnc2c1O)c1ccccc1 (stereo not given)
0.2%	1%	COc1ccc(C2C(C#N)=C(N)Oc3n[nH]c(-c4ccccn4)c32)c(OC)c1OC (stereo not given)
3.3%	-1%	Cc1csc(/C(C#N)=N/O)n1
-0.8%	·	CC1CCCCC1NC(=S)Nc1ccc(SC(F)F)cc1 (stereo not given)
-0.4%	·	CCN(CC)CCCN(Cc1cc2ccc(C)c(C)c2[nH]c1=O)C(=O)NC1CCCCC1
-8.2%	2%	COc1ccc(-c2c(C(=O)O)nc3ccccc3c2C(=O)O)cc1
-2.7%	2%	COC(=O)c1sccc1NC(=O)c1cc(-c2ccccc2Cl)nc2ccccc12
-1.5%	-1%	CN1CCN(C2CC(=O)N(c3ccc(Cl)c(Cl)c3)C2=O)CC1 (stereo not given)
-1.7%	-1%	O=C1C(=O)N(c2cccc(Br)c2)C(c2ccccc2)/C1=C(/O)c1ccccc1 (stereo not given)
5.9%	3%	COc1ccc(-n2nnnc2S(=O)(=O)CC(=O)N2CCCCC2)cc1
0.7%	0%	CCOc1ccc(C(=O)NCC2(C)CC(NC(=O)c3ccc(OCC)cc3)CC(C)(C)C2)cc1 (stereo not given)
-2.3%	-1%	O=C(CSc1ncnc2c1oc1ccccc12)NC1CCCCC1
3.1%	2%	O=C(Nc1ccc(S(=O)(=O)N2CCc3ccccc32)cc1)c1ccccc1[N+](=O)[O-]
2.3%	-4%	COc1ccc(C2(C(=O)Nc3ccc(C(=O)O)cc3)CCOCC2)cc1
-2.5%	4%	O=C(CC(=O)c1ccccc1)CC(=O)c1ccccc1
0.1%	-14%	Cc1cc(S(=O)(=O)N2CCN(Cc3ccccc3)CC2)c(C)s1
2.8%	-16%	O=CNCC(=O)NC1CCCCCC1
-7.3%	2%	CCSc1nc2ccccc2n1CC(=O)N1CCCCC1
-7.3%	-9%	CCN(CC)S(=O)(=O)c1ccc(Cl)c(C(=O)NC2CCCC2)c1

2 of the compounds above, with two lines to a compound:
Order of results: Hsp70 displacement	MKP-3 inhibition
> O=[N+]([O-])c1ccc2c(c1)C1C=CCC1C(c1ccccc1Cl)N2 (stereo not given)
→ 17%	0%
> COCCNC(=O)/C=C/c1ccc2c(c1)OCO2
→ -4.4%	-1%

(cont.)
Hsp70 displacement	MKP-3 inhibition	SMILES
-7.3%	-2%	O=C(C1CCN(Cc2ccc(OCc3ccccc3)cc2)CC1)N1CCCC1
2.3%	-5%	Cn1cc(SCC(=O)N2CCN(c3ccccc3)CC2)c2ccccc21
0.8%	0%	CCCCNC(=O)OC1CCS(=O)(=O)C1 (stereo not given)
-4.3%	3%	CCOc1cc(C2C3=C(CC(C)(C)CC3=O)Nc3ccccc3N2C(=O)c2ccccc2)ccc1O (stereo not given)
-2.4%	0%	COc1cccc(CC(C(=O)Nc2cc(C)ccc2C)c2nn[nH]n2)c1OC (stereo not given)
6.4%	4%	O=C1c2ccccc2C(=O)N1CCCCn1c(=O)oc2ccccc21
4.6%	-4%	CCn1c(SCCOc2ccc(OC)cc2)nnc1C(CO)NC(=O)c1ccc(OC)cc1 (stereo not given)
-3.8%	1%	CCOC(=O)C1=C(C)NC2=C(C(=O)CC(C)(C)C2)C1c1ccc(OCc2ccc(C)cc2)c(OC)c1 (stereo not given)
·	-11%	Cc1nc2ccccc2n2c(O)c(CC(=O)O)cc12
3.8%	0%	O=C1c2ccccc2S(=O)(=O)N1CC(O)COc1ccc(Cl)cc1 (stereo not given)
-1.5%	-1%	CCc1nn(C(C)C(=O)Nc2cccc(C)c2C)c(=O)c2cc3occc3n12 (stereo not given)
0.8%	4%	COC(=O)C1=C(C)NC2=C(C(=O)c3ccccc32)C1c1ccccc1OCc1ccc(Cl)cc1Cl (stereo not given)
3.2%	-3%	CCOC(=O)c1c(NC(C)=O)sc(I)c1-c1ccccc1
0.3%	-3%	CCCc1ccc(C(=O)N2c3ccccc3C(Nc3ccccc3)CC2C)cc1 (stereo not given)
13%&6.1%	0%	c1ccc(C2CC3CC(c4ccccc4)N2O3)cc1 (stereo not given)
·	5%	Cc1c(N(CC(=O)O)S(=O)(=O)c2ccccc2)c(=O)n(-c2ccccc2)n1C
0.7%	2%	COc1ccc(/C=C/C(=O)Nc2ccc(-c3ccccc3)cc2)cc1OC
-1.4%	-3%	CCOc1ccccc1C1C(C#N)=C(N)Nc2onc(-c3ccccc3)c21 (stereo not given)
-2.0%	4%	CC1CCN(CCC(=O)N/N=C/c2ccc([N+](=O)[O-])cc2)CC1
-2.7%	2%	COc1ccc(CSc2nnc(C)s2)cc1F
-2.5%	·	CC(C)Cc1nnc(NC(=O)CCC(=O)N2CCN(c3ccccn3)CC2)s1
3.7%	-4%	COc1ccccc1N1CCN(C(=O)c2ccc(S(=O)(=O)N3CCCCCC3)cc2)CC1
-7.8%	-6%	COC(=O)COc1ccc(S(=O)(=O)Nc2ccc(C(N)=O)cc2)cc1
1.0%	-6%	Cc1csc(NC(=O)CSc2nnc(-c3ccncc3)n2C)n1
1.2%	-2%	O=C(c1cc(-c2ccncc2)nc2ccc(Br)cc12)N1CCN(c2ccccn2)CC1
2.9%	0%	COc1ccc(CCNC(=O)CN(c2cccc([N+](=O)[O-])c2)S(=O)(=O)c2ccccc2)cc1OC
-1.0%	·	CCCN(CC1CC1)S(=O)(=O)c1ccc(-n2cnnn2)c(OC)c1
1.9%	-4%	O=C1CC(N2CCN(Cc3ccc4c(c3)OCO4)CC2)C(=O)N1Cc1ccc(N2CCCC2=O)cc1 (stereo not given)
0.2%	3%	O=C(NC(=S)NC1CCSC1=O)c1ccc(Cl)cc1Cl (stereo not given)
0.8%	8%	COc1cc(C(=O)NC2CCN(Cc3nnnn3Cc3cccs3)CC2)cc(OC)c1OC
-5.0%	0%	O=C1N=C(N2CCOCC2)S/C1=C\c1cccc(O)c1
-3.2%	·	Cc1onc(-c2c(F)cccc2Cl)c1C(=O)NC1CCSC1=O (stereo not given)
